TRPML3 ag: human mucolipin-3 channel agonism; Q8TDD5; hit rate 0.29% among 220,000; HEK293 TRPML3-YFP, Fluo-8 calcium fluorescence; 100% = the carbachol control signal; activation, % at 3 µM;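 active means activation above its plate's cutoff, the mean activation of the plate's test wells plus 3 SD, cut at about 12% in these data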;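 further: 0% = DMSO only wells and 100% = carbachol wells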
Target sequence (Q8TDD5 whole entry, looked up): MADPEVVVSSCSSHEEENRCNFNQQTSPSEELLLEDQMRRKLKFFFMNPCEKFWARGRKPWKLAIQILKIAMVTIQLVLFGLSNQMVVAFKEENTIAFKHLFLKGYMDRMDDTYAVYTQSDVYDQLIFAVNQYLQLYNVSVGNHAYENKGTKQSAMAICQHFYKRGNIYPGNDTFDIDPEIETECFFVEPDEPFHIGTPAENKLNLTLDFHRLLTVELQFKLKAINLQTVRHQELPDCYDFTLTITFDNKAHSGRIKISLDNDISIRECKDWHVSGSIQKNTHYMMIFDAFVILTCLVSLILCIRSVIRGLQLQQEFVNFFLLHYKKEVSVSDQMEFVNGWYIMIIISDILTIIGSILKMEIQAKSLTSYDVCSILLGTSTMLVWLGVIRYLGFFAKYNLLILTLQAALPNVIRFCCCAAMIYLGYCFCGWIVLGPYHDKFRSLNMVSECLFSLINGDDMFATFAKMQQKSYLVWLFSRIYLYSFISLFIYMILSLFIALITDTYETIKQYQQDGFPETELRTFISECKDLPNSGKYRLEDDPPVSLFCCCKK
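Test system – HEK293 line with stable expression of human TRPML3-YFP channel · Control set – carbachol 87 µM final as high control (100%), DMSO as low control (0%) · Signal – Fluo-8 calcium dye fluorescence, ex 470-495, em 515-575 nm · Incubation – 1-h 37 °C dye load, 5-s basal, 120-s post-compound reads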
m-calpain inh: calpain II (pig) inhibition. purified calpain II, fluorogenic peptide substrate, 30 min. inhibition, % at 16 µM. hit rate 0.37% among 220,000. AID 1236;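 active means inhibition above about 50%, limit read from the data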
Ba/F3 V617F tox: reduce viability of Ba/F3 cells dependent on JAK2V617F. inhibition, % at 5.6 µM. Ba/F3 EpoR-JAK2V617F viability, ATP luminescence. hit rate 1.1% among 220,000;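 active means inhibition above the campaign mean plus 3 SD over all tested compounds, cut at about 24% in these data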;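 further: cytokine-independent growth of Ba/F3 cells driven by EpoR plus mutant JAK2; 0% = DMSO-treated cells and 100% = JAK inhibitor I control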
S1P4 antag: human S1P4 receptor antagonism. O95977. S1P4-expressing cells, antagonist mode, reporter read-out. inhibition, % at 4.98 µM. hit rate 0.26% among 220,000; in the data active means inhibition above about 29%;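 further: 0% = wells stimulated with agonist and 100% = vehicle wells without agonist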
PERK inh: inhibitors of human PERK kinase | Q9NZJ5 | hit rate 0.17% among 220,000 | CHO PERK-DD fusion, SEAP luminescence translation reporter | inhibition, % at 5.6 µM;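 active means inhibition above the mean inhibition of all tested compounds plus 3 SD, set separately per screening campaign, cut at about 2.9% in these data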;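 further: PERK kinase domain activated by AP20187 dimerizer at 100 nM; 0% = DMSO with dimerizer and 100% = rapamycin at 8.4 µM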
BaF3 tox: reduces parental Ba/F3 cell viability, JAK2V617F counter-screen; CellTiter-Glo ATP luminescence; inhibition, % at 5.6 µM; hit rate 1.1% among 220,000; AID 1486;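 active means inhibition above a per-campaign cutoff, the mean inhibition of all tested compounds plus 3 SD, cut at about 27% in these data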;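 further: 0% = DMSO wells and 100% = JAK Inhibitor I control wells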
TRPN1 ag: activates the zebrafish TRPN1 channel; HEK293 zebrafish TRPN1-YFP, Fluo-8 calcium fluorescence; 100% = response to 87 µM carbachol; activation, % at 3 µM; hit rate 0.18% among 220,000; AID 1424;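 active means activation above its plate's cutoff, the mean activation of test wells on that plate plus 3 SD, cut at about 19% in these data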;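 further: 0% = DMSO alone and 100% = 87 µM carbachol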
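System: zebrafish TRPN1-YFP in HEK293 cells / Dosing: 3 µM single point / Timing: dye loading 1 h at 37 °C, then 30 min room temperature / Signal: Fluo-8 calcium fluorescence, excitation 470-495 nm, emission 515-575 nm / Read-out basis: percent activation from peak over basal fluorescence ratio, control-normalized / Control set: high carbachol 87 µM, low DMSO alone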
EP2 mod: modulators of human EP2 prostaglandin E2 receptor; induction, % at 25 µM; hit rate 0.83% among 260,000; EP2-expressing cells, cAMP HTRF FRET, PGE2 co-stimulation; P43116; AID 940;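 active means compounds whose cAMP rise, as percent of the full-agonist control response, exceeds 60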;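 further: rat C6 glioma line stably carrying human EP2 under a CMV promoter; the protocol text gives 20 µM as final concentration; 100% = response of wells given 1 µM PGE2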
Target sequence (P43116 whole entry, looked up): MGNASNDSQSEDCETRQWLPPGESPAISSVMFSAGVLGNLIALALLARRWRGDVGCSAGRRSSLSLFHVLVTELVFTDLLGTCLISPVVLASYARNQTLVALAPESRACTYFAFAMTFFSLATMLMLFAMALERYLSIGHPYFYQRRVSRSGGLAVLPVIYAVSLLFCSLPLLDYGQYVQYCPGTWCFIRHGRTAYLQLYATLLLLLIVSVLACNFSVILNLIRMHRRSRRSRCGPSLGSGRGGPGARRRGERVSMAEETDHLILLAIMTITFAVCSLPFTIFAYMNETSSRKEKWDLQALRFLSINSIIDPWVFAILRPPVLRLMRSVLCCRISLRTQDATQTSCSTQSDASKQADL
S1P4 agonist: agonists of human S1P4 receptor; O95977; AID 1509; hit rate 0.35% among 220,000; S1P4-expressing cell line, agonist reporter assay; activation, % at 4.98 µM; in the data active means activation above about 11%;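 further: 0% = DMSO vehicle and 100% = reference agonist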
Starred values were filed as active, the others as inactive; / = not tested or not shown; & = joins results of further samples. An unsorted share of the library; 3.6% or so of the library scored in one or more.

canonical_smiles,TRPML3 ag,m-calpain inh,Ba/F3 V617F tox,S1P4 antag,PERK inh,BaF3 tox,TRPN1 ag,EP2 mod,S1P4 agonist
COc1ccccc1NC(=O)C(C)NS(=O)(=O)c1ccc(F)cc1 (stereo not given),-0.5,21.2,2.0,2.1,-0.8,3.6,1.0,7.7,1.1
CC(C)[C@H](NC(N)=O)C(=O)Nc1ccc(F)c(Cl)c1,-1.1,4.8,-2.7,-1.6,1.1,0.4,-0.3,-33.0,-0.3
CCOC(=O)C1=C(C)C/C(=N\NC(=O)c2ccccc2O)CC1,0.9,7.7,0.0,9.4,-0.2,-2.0,2.6,8.6,0.4
COc1cc(-c2nc(-c3ccccn3)no2)cc(OC)c1OC,0.8,20.7,0.3,-36.9,-0.1,4.2,2.2,8.9,0.2
Cc1ccccc1OCC(=O)Nc1ccc(C(N)=O)cc1,1.2,10.5,-3.9,3.6,0.7,5.7,-0.6,5.0,-0.1
Cc1ccc(S(=O)(=O)Oc2ccccc2N2C(=O)C3CC=CCC3C2=O)cc1 (stereo not given),0.0,-5.7,4.5,-15.4,0.1,8.9,1.6,1.6,-1.9
Cc1ccc(S(=O)(=O)n2cnc3cc([N+](=O)[O-])ccc32)c(C)c1C,0.0,11.2,-1.9,-18.0,0.7,2.0,0.1,4.8,1.0
c1ccc2[nH]c(SCc3cscn3)nc2c1,0.7,-10.1,2.9,-18.5,0.8,6.8,1.0,-6.2,-0.7
COc1ccc(C2CC(c3cccs3)=NN2C(=O)COC(=O)c2cc3ccccc3cc2O)cc1OC (stereo not given),0.2,-45.0,-0.9,-10.4,1.6,4.7,1.7,30.8,1.6
Brc1cc2c(cc1C1Nc3ccccc3C3C=CCC31)OCO2 (stereo not given),0.3,15.7,-2.1,-11.1,1.1,7.4,-0.6,29.7&46.8,-1.5
CN(C)CCCNC(=O)c1ccc(/C=N/O)nc1,0.8,-33.2,-2.1,-10.5,1.2,3.2,0.1,13.8,0.4
O=C(c1cccs1)N1CCCN(c2ncnc3scc(-c4ccccc4)c23)CC1,6.5,-11.6,2.9,4.6,-1.2,2.2,-1.2,-7.5,0.2
Nc1nc(-c2cccs2)cs1,-0.6,-4.1,-0.1,-5.0,0.9,1.2,-0.8,2.0&-5.9,-0.5
O=C(/C=C/c1ccco1)N1CCN(c2ccc(F)cc2)CC1,0.5,14.8,3.6,-1.1,0.4,1.5,4.2,20.5,1.6
CCOC(=O)c1sc(NC(=O)Nc2ccccc2F)nc1C,0.8,-3.3,1.3,-15.3,0.2,5.8,0.4,19.8,-0.2
COc1ccc2[nH]c(=O)c(CN(CC3CCCO3)C(=S)Nc3ccc(C)cc3)cc2c1 (stereo not given),-0.4,-93.1,7.2,-0.4,-0.8,1.9,-0.6,-0.1,-2.3
CCc1ccc(C2(O)CC(C(F)(F)F)=NN2C(=O)Cc2ccc([N+](=O)[O-])cc2)cc1 (stereo not given),0.2,-9.7,5.0,-4.9,-0.2,5.6,0.9,-87.7,1.5
CCCCNC(=O)/C(C#N)=C/c1ccc(C(=O)OC)cc1,1.5,-6.6,-1.0,-22.3,0.7,3.9,1.8,-43.8,0.1
S=C(Nc1ccc(Cl)cc1Cl)NC1CCN(Cc2ccccc2)CC1,2.2,-12.1,-1.7,-6.9,0.8,9.1,5.3,-4.6,-1.8
C=CCn1c(P(=O)(O)c2ccccc2)nc2ccccc21,0.6,16.4,-4.2,-18.8,1.6,2.2,0.5,0.2,-0.8

Single records (already shown).
Listed for `CCCCNC(=O)/C(C#N)=C/c1ccc(C(=O)OC)cc1` = TRPML3 ag: 1.5; m-calpain inh: -6.6; Ba/F3 V617F tox: -1.0; S1P4 antag: -22.3; PERK inh: 0.7; BaF3 tox: 3.9; TRPN1 ag: 1.8; EP2 mod: -43.8; S1P4 agonist: 0.1
Listed for `S=C(Nc1ccc(Cl)cc1Cl)NC1CCN(Cc2ccccc2)CC1` = TRPML3 ag: 2.2; m-calpain inh: -12.1; Ba/F3 V617F tox: -1.7; S1P4 antag: -6.9; PERK inh: 0.8; BaF3 tox: 9.1; TRPN1 ag: 5.3; EP2 mod: -4.6; S1P4 agonist: -1.8

Pulled by compound from the list above:
canonical_smiles,TRPML3 ag,m-calpain inh,Ba/F3 V617F tox,S1P4 antag,PERK inh,BaF3 tox,TRPN1 ag,EP2 mod,S1P4 agonist
COc1ccccc1NC(=O)C(C)NS(=O)(=O)c1ccc(F)cc1 (stereo not given),-0.5,21.2,2.0,2.1,-0.8,3.6,1.0,7.7,1.1
CC(C)[C@H](NC(N)=O)C(=O)Nc1ccc(F)c(Cl)c1,-1.1,4.8,-2.7,-1.6,1.1,0.4,-0.3,-33.0,-0.3

Additional results follow.
canonical_smiles,TRPML3 ag,m-calpain inh,Ba/F3 V617F tox,S1P4 antag,PERK inh,BaF3 tox,TRPN1 ag,EP2 mod,S1P4 agonist
O=C(NCc1cccs1)c1nn2cccnc2c1Cl,0.7,-25.1,-1.2,-4.2,-0.5,3.8,2.2,-14.9,1.8
CCN(CC)C(=O)CSc1nnc([C@H](Cc2c[nH]c3ccccc23)NC(=O)OC(C)(C)C)o1,3.7,1.5,0.7,17.6,-0.9,2.2,1.4,18.7,0.0
CNC(=S)N/N=C/c1cn(CCOc2cccc(OC)c2)c2ccccc12,0.4,-1.8,1.3,-5.5,-1.2,6.2,-1.5,-58.5,0.6
O=S(=O)(NCCOc1ccccc1)c1ccc2ccccc2c1,0.1,4.7,-0.7,-17.0,1.2,3.5,-0.5,-35.5,-3.2
CC(=O)N1CCC(N(CCN2CCOCC2)C(=S)Nc2cccc(C)c2)CC1,0.3,26.2,4.0,-0.7,0.8,6.5,0.2,5.2,-0.3
Cc1ccc(C(=O)Nc2ncc(C)s2)o1,0.3,9.5,2.9,-9.1,-1.2,7.8,-0.2,22.7,-0.6
CCOc1ccc(Nc2nc3ccccc3n3cnnc23)cc1,-0.8,-11.7,-3.0,10.8,-0.3,3.0,-1.8,22.3,1.0
Brc1ccc(OCc2nnc3n2CCC3)cc1,1.1,20.5,4.8,-6.0,0.5,5.0,1.2,19.6,0.2
OCCSc1nc(-c2cccnc2)nc2ccccc12,0.1,0.6,1.9,-15.6,-0.1,2.4,2.1,4.7,0.2
C=CCNC(=O)c1ccccc1NC(=O)c1ccccc1,-0.4,-31.6,1.7,-5.0,-0.6,1.8,-0.4,8.5,0.8
O=C(N/N=C/c1cc2c(cc1Br)OCO2)C1COc2ccccc2O1 (stereo not given),1.0,2.2,-7.4,-0.6,0.8,-0.8,0.2,-19.7,-0.7
Cc1[nH]nc2c1C(c1ccoc1)C(C#N)=C(N)O2 (stereo not given),0.1,26.4,-0.2,24.7,1.4,2.7,0.2,-37.7,-1.3
COc1cccc(C2=NOC(C(=O)NCc3cccs3)C2)c1 (stereo not given),-1.4,19.6,-5.7,4.4,1.0,-1.9,-1.5,8.5,0.4
COc1cc(/C=N/OCC(=O)NC23CC4CC(CC(C4)C2)C3)ccc1OCc1ccccc1,0.5,23.8,3.6,2.9,-1.1,5.5,0.7,11.0,-1.4
Cc1ccc(CNC(=O)CCS(=O)(=O)c2ccc(Br)s2)cc1,-1.1,-5.4,-0.8,5.3,0.5,4.9,-1.4,2.1,-5.9
O=C(C1CC1)N1CCc2cc(S(=O)(=O)NCCC3=CCCCC3)ccc21,0.1,18.4,5.5,0.9,-1.8,3.1,5.5,-24.0,-1.5
CCOC(=O)/C(C(N)=NC)=C(\O)c1ccccc1,0.7,-14.3,-2.5,3.4,0.4,-2.0,0.6,4.8,-1.1
S=c1[nH]nc(-c2ccco2)n1Cc1ccccc1,0.1,-64.9,-2.5,-11.0,-0.7,4.1,-1.1,36.8,0.9
Cc1cccc(NC(=O)C(C)OC(=O)c2ccccc2NS(=O)(=O)c2cc(C)c(C)c([N+](=O)[O-])c2)c1 (stereo not given),-0.2,-18.1,-3.9,-6.2,0.2,4.5,0.6,-10.8,-2.6
CC1=C(C(=O)N2CCOCC2)C(c2ccc(-c3ccccc3)cc2)NC(=S)N1 (stereo not given),1.1,-4.0,2.5,-3.9,0.6,5.2,0.1,5.1,0.4

Later entries:
canonical_smiles,TRPML3 ag,m-calpain inh,Ba/F3 V617F tox,S1P4 antag,PERK inh,BaF3 tox,TRPN1 ag,EP2 mod,S1P4 agonist
CC(=O)c1cccc(NC(=O)CN(C)S(=O)(=O)c2ccccc2)c1,0.8,-31.0,4.5,7.0,-0.2,8.6,-0.1,-25.5,-0.3
OCCC1CN(Cc2cn[nH]c2C2CCCCC2)CCN1Cc1ccccc1 (stereo not given),1.5,-22.1,-1.3,0.5,1.1,6.7,1.3,-34.8,-0.8
Cc1ccc(-c2cc(C(F)(F)F)n3nc(C(=O)N4CCCC4)cc3n2)cc1,0.3,/,-2.1,-3.5,0.0,0.8,0.6,/,1.0
CCS(=O)(=O)c1nc(S(=O)(=O)c2ccc(Cl)cc2)c(NCc2ccccn2)s1,0.0,20.6,-2.5,-16.6,1.8,0.4,-0.5,-18.4,-0.4
CCOC12CC(C)(C)CC(C)(CC3=C1C(=O)CC(C)(C)C3)C2 (stereo not given),0.3,38.2,-1.7,-12.5,1.0,5.6,1.0,14.6,0.2
COc1ccc2ccccc2c1/C=N/NC(=O)c1cccc(Br)c1,0.8,-24.2,2.0,-4.6,-0.3,4.5,1.2,-75.1,1.5
COc1ccc2c(=O)c(-c3ccccc3C)c(C)oc2c1,-0.3,4.9,-2.0,-8.4,0.5,3.7,-0.2,19.0,-2.4
Cc1csc2c(NC3CCN(Cc4ccccc4)CC3)ncnc12,2.4,0.0,1.4,1.3,0.1,-0.8,5.5,-39.2,-0.6
CC(=O)NC(CC(=O)Nc1cccc(S(=O)(=O)N2CCCCC2)c1)c1ccccc1 (stereo not given),-0.3,-4.1,-0.8,5.4,0.0,3.9,-0.1,-6.0,-2.9
CCCOc1ccc(C(=O)NNC(=S)NC(=O)c2ccco2)cc1,40.5*,15.7,2.1,4.2,-0.9,0.3,43.7*,-53.5,1.3
COc1ccccc1-n1c(SCc2cc(=O)oc3cc(O)ccc23)nc2ccccc2c1=O,-0.3,-76.9,0.5,-5.2,-0.2,2.7,-1.1,37.1,1.4
O=c1c2ccccc2nc2n1C1(CCCCC1)Cc1ccccc1-2,0.5,-2.2,0.4,2.5,0.7,4.2,-0.8,68.8*,-1.3
Cc1ccc(N(CC(=O)Nc2ccccc2-c2ccccc2)S(=O)(=O)c2ccccc2)c(C)c1,0.9,-7.7,4.1,-3.6,-0.9,5.0,0.5,56.6,-0.5
C[C@@H](CN1C2=NC[C@H](Cc3ccccc3)N2C[C@H]1Cc1ccc(O)cc1)NC(=O)CCC1CCCCC1,0.1,-22.6,2.5,-11.8,2.4,-3.0,0.1,-17.7,-0.5
Cn1nnnc1SCC(=O)Nc1ccc(Cl)cc1Cl,0.9,/,-6.1,-1.3,0.7,-1.0,0.4,/,-0.5

Shown with values under each structure: entries from further up.
Values run as follows: TRPML3 ag	m-calpain inh	Ba/F3 V617F tox	S1P4 antag	PERK inh	BaF3 tox	TRPN1 ag	EP2 mod	S1P4 agonist
COc1ccc2ccccc2c1/C=N/NC(=O)c1cccc(Br)c1
→ 0.8	-24.2	2.0	-4.6	-0.3	4.5	1.2	-75.1	1.5
COc1ccccc1-n1c(SCc2cc(=O)oc3cc(O)ccc23)nc2ccccc2c1=O
→ -0.3	-76.9	0.5	-5.2	-0.2	2.7	-1.1	37.1	1.4
